OXTR ag = human OXTR agonists, primary screen, fluorescence, CHO-OTR cells, Fluo-8 calcium | activation, % at 3 µM | Fluo-8 calcium fluorescence; normalized: DMSO 0%, oxytocin 100% | hit rate 0.32% among 320,000 | Oxytocin receptor (Homo sapiens), P30559 | AID 2435, 2010;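 active = activation above the mean of all tested compounds plus 3 SD, cutoff set per screening run, cut at about 20% in these data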;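 also: peak over basal fluorescence ratio from a 100 s FLIPR kinetic read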
Target sequence (P30559 whole entry, looked up): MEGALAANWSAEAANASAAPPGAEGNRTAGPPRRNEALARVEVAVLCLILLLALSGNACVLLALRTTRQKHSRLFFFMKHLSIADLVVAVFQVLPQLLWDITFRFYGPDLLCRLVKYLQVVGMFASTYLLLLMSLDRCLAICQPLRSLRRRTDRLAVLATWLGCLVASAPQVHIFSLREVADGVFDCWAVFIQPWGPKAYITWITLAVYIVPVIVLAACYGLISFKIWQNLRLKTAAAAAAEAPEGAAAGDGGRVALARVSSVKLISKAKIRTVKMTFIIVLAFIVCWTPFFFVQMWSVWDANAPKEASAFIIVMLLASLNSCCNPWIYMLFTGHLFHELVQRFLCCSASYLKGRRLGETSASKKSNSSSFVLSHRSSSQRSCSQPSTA
The depositor's hits bear a star. These rows are one share of the data; the hit share may differ from the screen's.

SMILES	OXTR ag
COc1ccc(NC(=O)COC(=O)c2ccc(-n3cnnn3)cc2)c([N+](=O)[O-])c1	1.1
CN(C(=O)C1CCN(S(=O)(=O)c2ccccc2[N+](=O)[O-])CC1)C1CCCCC1	1.7
CSc1ccc(CN(C)C(=O)c2ccc(S(=O)(=O)Nc3ccccc3)cc2)cc1	3.5
COc1cc([N+](=O)[O-])ccc1NC(=O)COC(=O)CCS(=O)(=O)c1ccc(C)cc1	0.5
O=S(=O)(c1cc(F)ccc1F)N1CCN(c2ncnc3ccccc23)CC1	16
C[C@H]1CN([C@@H](C)CO)C(=O)c2cccc(NC(=O)c3nc4ccccc4s3)c2O[C@H]1CN(C)C(=O)Nc1ccc(F)cc1	2.9
C=CC[C@@H](CC(=O)NCCO)C(=O)N[C@@H](COC(=O)[C@@H](CC=C)Cc1ccc(F)cc1)Cc1ccccc1	0.4
CN(C(=S)NC(=O)C12CC3CC(CC(C3)C1)C2)c1ccc(O)cc1	2.2
CCc1noc(C)c1C(=O)N1CCN(S(=O)(=O)c2ccc(C)cc2)CC1	0.0
CN(Cc1ccccc1)S(=O)(=O)c1cc2c3c(c1)CCN3C(=O)CC2	0.2
Cc1ccnc(NS(=O)(=O)c2ccc(NC(=O)CN3C(=O)c4ccccc4S3(=O)=O)cc2)n1	-0.2
Cc1ccc(CN2CC(C(=O)N(Cc3nnc(-c4ccccc4Cl)o3)C3CC3)CC2=O)cc1 (stereo not given)	-0.7
COc1ccc(C2=NCCn3nc4cc(OC)ccc4c32)cc1	0.9
CCOc1ccc2nc(NC(=O)CSCC(=O)Nc3cc(C)on3)sc2c1	-0.2
O=C(Cc1ccc([N+](=O)[O-])cc1)Nc1cccc(C(=O)N2CCCC2)c1	0.8
CCOC(=O)C1CCCN(C(=O)c2ccc(S(=O)(=O)Nc3ccccc3OC)cc2)C1 (stereo not given)	4.6
COc1ccc(C2c3c(c(C)c(C)oc3=O)Oc3c(C)c(C)oc(=O)c32)cc1	-0.2
COc1ccc(Nc2nnc(SCC(=O)NC3CC3)s2)cc1	-0.2
Cc1ccc(S(=O)(=O)N(C)c2ccc(C(=O)NCc3ccccc3F)cc2)cc1	-0.1
COc1ccc(OCCOC(=O)CN2C(=O)NC3(CCCC3)C2=O)cc1	-1.8
Cc1ccc(OCCC(=O)OCC(=O)Nc2ccc3[nH]c(=O)[nH]c3c2)cc1	-0.3
O=C(NCC1CCCO1)c1c(O)nc2sccn2c1=O (stereo not given)	0.9
O=C(Nc1ccc(N2CCOCC2)c(S(=O)(=O)Nc2ccccc2Cl)c1)c1ccccc1	-0.1
O=C(COC(=O)c1ccc(O)cc1O)NNC(=O)c1cccs1	1.2
COc1ccccc1-n1ccnc(SCC(=O)NCCc2ccccc2)c1=O	-0.7
CN(C)S(=O)(=O)c1ccc(N2CCCC2)c(C(=O)NC2CCC(O)CC2)c1 (stereo not given)	0.4
Cc1csc(=O)n1CC(=O)OCc1nnc(-c2ccccc2)o1	0.9
O=C(COC(=O)c1ccccc1C(F)(F)F)NC(=O)NCc1ccco1	-0.1
CSc1ncccc1C(=O)OCC(=O)N1CCCC1	0.2
CCN(CC)S(=O)(=O)c1ccc(N2CC(C(=O)NCCc3ccc(Cl)cc3)CC2=O)cc1 (stereo not given)	0.7
O=c1cc(CN2CCN(S(=O)(=O)c3ccccc3)CC2)nc2ccc(Cl)cn12	0.0
CSCc1cccc(C(=O)OC(C)C(=O)Nc2c(C)n(C)n(-c3ccccc3)c2=O)c1 (stereo not given)	0.0
O=C(COC(=O)CNC(=O)c1ccc(Cl)c([N+](=O)[O-])c1)NNC(=O)c1ccccc1F	0.4
CCCN(C(=O)COC(=O)CC1CCCCC1)c1c(N)n(Cc2ccccc2)c(=O)[nH]c1=O	-1.4
O=C(NCCC1CCCCN1S(=O)(=O)c1ccccc1)C(=O)NC1CCCC1 (stereo not given)	-0.9
COc1ccc(S(=O)(=O)N2CCc3ccccc32)cc1C(=O)N1CCOCC1	-1.5
O=C(COC(=O)COc1cccc(C(F)(F)F)c1)NC1CCS(=O)(=O)C1 (stereo not given)	1.2
CN(c1ccccc1)S(=O)(=O)c1ccccc1Br	-1.5
O=C(NCCC(=O)N1CCN(Cc2c(F)cccc2Cl)CC1)c1ccc(Cl)cc1	-0.6
CCOC(=O)c1ccccc1NC(=O)COC(=O)CCC1CCCC1	-1.6
O=C(COC(=O)c1cccc(O)c1)Nc1nnc(-c2ccccc2)o1	-0.5
O=c1oc(CCCO)cc2ccc(/C=C/c3cccc([N+](=O)[O-])c3)cc12	4.3
Cc1cccc(CCN2C(N(C)C)=NC[C@@H]2C)c1	0.9
CS(=O)(=O)c1ccc(Cl)c(C(=O)Nc2ccc3nc(N4CCOCC4)sc3c2)c1	3.0
COc1cc(C)ccc1OCC(=O)Nc1nnc(C2CC2)s1	0.5
Cc1csc(=O)n1CC(=O)OC(C)C(=O)Nc1ccc(F)c(F)c1F (stereo not given)	0.0
CC(C)(C)OC(=O)C[C@H]1C/C=C\C[C@H](CC(=O)NCCO)C(=O)NC[C@@H](c2ccccc2)OC1=O	1.3
Cc1ccc(S(=O)(=O)N2[C@@H](c3ccc4c(c3)OCO4)C(C(=O)O)=C[C@H]2C(C)(C)C)cc1	0.1
O=C(NNC(=O)c1ccccc1F)c1cccc(-n2cccc2)c1	-0.5
Cc1noc(C)c1CSCC(=O)Nc1cc(S(C)(=O)=O)ccc1Cl	1.6

Carrying on.
SMILES	OXTR ag
CC(=O)c1sc(NC(=O)C2CC(=O)N(Cc3ccco3)C2)nc1-c1ccccc1 (stereo not given)	-1.7
CCOC(=O)c1c(C)[nH]c(C(=O)N(C)CC(=O)Nc2ccc(OC)cc2)c1C	-0.6
C#CCOCCOCCOCCNc1nc(N2CCN(C(=O)CCCCCCCCCCNC(=O)Cn3cc(C[C@@H](C)O)nn3)CC2)nc(N2CCN(C(=O)CCCCCCCCCCNC(=O)Cn3cc(C[C@@H](C)O)nn3)CC2)n1	1.5
C=CCNC(=O)c1cccc2c1C(=O)c1ccc(N3CCCC3)cc1S2(=O)=O	7.1
Cc1ccc(-c2cn(CCN)c(-c3ccc(Cl)nc3)n2)cc1	-0.1
Cc1nnc(SCC(=O)Nc2ccc(OC(F)F)c(Cl)c2)n(N)c1=O	3.5
O=C(Nc1ccc(S(=O)(=O)Nc2cnc3ccccc3n2)cc1)c1ccc(F)cc1	-0.3
Cc1c([N+](=O)[O-])cnc(Sc2ccccc2)c1[N+](=O)[O-]	-2.8
O=C1c2ccccc2C(=O)c2c1cccc2N1CCN(C/C=C/c2ccccc2)CC1	0.2
O=C(COc1ccc([N+](=O)[O-])cc1Cl)NCCN1C(=O)CSC1=O	1.1
Cc1ccc(F)cc1NC(=O)CSc1n[nH]c(N)n1	1.1
CCc1ccc(NC(=O)CSc2nc(=O)n(CCCN3CCOCC3)c3c2CCCC3)cc1	-2.0
CC1(C)CC2CC(C)(CN2S(=O)(=O)c2cccc(C(=O)O)c2)C1 (stereo not given)	0.9
c1csc(CNc2ncnc3ccc(-c4ccc5c(c4)OCO5)cc23)c1	-1.2
CC(=O)c1cccc(NC(=O)c2c(-c3c(F)cccc3Cl)noc2C)c1	-0.2
CCN1C(=O)[C@H]2[C@@H](c3ccc(-c4ccc(Cl)c(Cl)c4)c(OC)c3)N3CCCC[C@@]3(C(=O)OC)[C@H]2C1=O	0.8
COc1ccccc1N(C)S(=O)(=O)c1ccc(C(=O)Nc2ncc(C)s2)cc1	2.7
CC(C)n1ncc2c(C(=O)N3CCN(Cc4ccc(Br)s4)CC3)cc(C3CC3)nc21	-2.8
CCOC(=O)CN(C(=O)COC(=O)C1(c2ccccc2)CC1)c1ccc(F)cc1	-2.2
C=CC[C@H](CC(=O)NCCO)C(=O)N[C@@H](C)COC(=O)[C@H](CC=C)CC(=O)OC(C)(C)C	0.3
CC(C)(C)N(Cc1ccccc1)C(=O)COC(=O)C1CC1	0.5
CCC(C)N(C(=O)CSc1nnc(-c2ccco2)n1C)C1CCS(=O)(=O)C1 (stereo not given)	-0.4
CC(=O)N1CCN(c2ccc(NCc3cccc(C)c3)cc2)CC1	3.4
CCCCn1c(N)c(N(CC(C)C)C(=O)c2cc(Cl)nc3ccccc23)c(=O)[nH]c1=O	0.0
O=C(CSc1nnc(NC2CC2)s1)NN1C(=O)NC2(CCCCC2)C1=O	0.9
O=C(NC1CCCCC1)c1ccc(-c2ccccc2)cc1	-0.9
Cc1cc(C)n2nc(C(=O)OCC(=O)N(C)CC(=O)Nc3ccc(F)cc3)nc2n1	0.0
COc1cc(C[C@@H]2C(=O)OC[C@H]2Cc2ccc(OC)c(OC)c2)ccc1O	18
Cc1cc(C(=O)N2CCN(c3ccccc3Cl)CC2)c(C)o1	-0.8
CCN(Cc1nc2cc(Cl)ccc2c(=O)[nH]1)C(=O)C1CC(=O)N(c2cccc3ccccc23)C1 (stereo not given)	-0.2

Entries listed so far with bromine, in the order listed:
SMILES	OXTR ag
CN(c1ccccc1)S(=O)(=O)c1ccccc1Br	-1.5
CC(C)n1ncc2c(C(=O)N3CCN(Cc4ccc(Br)s4)CC3)cc(C3CC3)nc21	-2.8

Next entries:
SMILES	OXTR ag
CNc1ccc([N+](=O)[O-])cc1	0.3
COc1ccc(S(=O)(=O)N2CCN(CC(=O)NCC3(N4CCOCC4)CCCCC3)CC2)cc1	-1.3
O=C(C[C@H]1C/C=C\CC[C@H](Cc2ccc(F)cc2)C(=O)OC[C@@H](Cc2c[nH]c3ccccc23)NC1=O)NCCO	1.1
COC(=O)[C@@]12CCCCN1[C@H](c1ccc(-c3ccc(F)cc3)c(OC)c1)[C@H]1C(=O)N(C)C(=O)[C@H]12	1.3
CCC(CO)Oc1cc(NCc2ccccc2)c2ncn(C(C)C)c2c1 (stereo not given)	0.6
CCc1ccccc1N1CC(C(=O)Nc2cc(S(=O)(=O)N3CCCC3)ccc2Cl)CC1=O (stereo not given)	0.5
CCOc1ccc(NS(=O)(=O)c2cccc(C(=O)N(C)Cc3ccco3)c2)cc1	4.1
CCCc1cc(=O)[nH]c(SCC(=O)Nc2oc(C)c3c(C)n[nH]c(=O)c23)n1	1.3
CCN1C(=O)[C@H]2[C@@H](c3ccc(-c4ccccc4)cc3)N3CCCC[C@@]3(C(=O)OC)[C@H]2C1=O	0.1
CCCC(C)NC(=O)c1cc(S(=O)(=O)N2CCCCCC2)ccc1OC (stereo not given)	-1.8
CC[C@@H]1C/C=C\Cc2ccccc2[C@H](C(=O)C[C@H](O)CC(C)=O)OC1=O	0.6
O=C1C=C(c2ccc3ncccc3c2)C[C@@H](c2ccc3c(c2)OCO3)C1	3.5
CCN(C(=O)CSc1nnc(-c2ccc(OC)cc2)n1C(C)C)C1CCS(=O)(=O)C1 (stereo not given)	0.5
COc1ccc(NC(=O)CN2CCOCC2)cc1S(=O)(=O)N1CCCCC1	1.0
O=C(CC1CCCC1)NNC(=O)c1ccc(F)cc1	0.4
CC1(CCc2ccccc2)NC(=O)N(CC(=O)Nc2ccc(OC(F)F)cc2)C1=O (stereo not given)	1.5
N#CC1(NC(=O)COC(=O)C2=COCCO2)CCCCC1	1.8
CN1CCC(N(C)C(=O)COc2ccccc2Cl)CC1	1.8
O=S(=O)(c1cc(O)ccc1O)c1cccc2c(S(=O)(=O)c3cc(O)ccc3O)cccc12	1.1
COc1ccc(C)cc1NC(=O)COC(=O)C1COc2ccccc2O1 (stereo not given)	0.4

A draw from above in order of number of heavy atoms, descending.
SMILES	OXTR ag
O=S(=O)(c1cc(O)ccc1O)c1cccc2c(S(=O)(=O)c3cc(O)ccc3O)cccc12	1.1
CCN(C(=O)CSc1nnc(-c2ccc(OC)cc2)n1C(C)C)C1CCS(=O)(=O)C1 (stereo not given)	0.5
COc1ccc(NC(=O)CN2CCOCC2)cc1S(=O)(=O)N1CCCCC1	1.0
CC[C@@H]1C/C=C\Cc2ccccc2[C@H](C(=O)C[C@H](O)CC(C)=O)OC1=O	0.6
N#CC1(NC(=O)COC(=O)C2=COCCO2)CCCCC1	1.8
CN1CCC(N(C)C(=O)COc2ccccc2Cl)CC1	1.8
O=C(CC1CCCC1)NNC(=O)c1ccc(F)cc1	0.4

(further entries)
SMILES	OXTR ag
CCc1ccccc1NC(=O)CNC(=O)c1ccccc1OCc1c(C)noc1C	-1.0
CC(C)Sc1nnc(SCC(=O)NCCCN2CCCC2=O)s1	7.9
O=C(COc1ccc(F)cc1Br)NCC1(N2CCCCC2)CCCCC1	-1.5
CC(=O)OCCCN(C)CC/C=C1/c2ccccc2CSc2ccccc21	3.1
CC1(c2ccccc2)NC(=O)N(CC(=O)Nc2ccc(S(=O)(=O)Nc3ncccn3)cc2)C1=O (stereo not given)	1.7
Cc1ccc2c(COC(=O)CNC(=O)c3ccco3)cc(=O)oc2c1C	-0.8
CCCCN1C(=N)N([C@@H](CCC)CN2CCC[C@H]2CN2C(N)=NC[C@H]2CC(C)C)C[C@H]1Cc1ccccc1	0.7
Cc1ccc2nc3n(c(=O)c2c1)-c1ccc(Cl)cc1C(=O)NC3CC(C)C (stereo not given)	-3.1
O=C(COc1ccc(Br)cc1)OCC(=O)N1CCOCC1	0.8
CSCCC(NC(=O)c1ccccc1)C(=O)Nc1ccncc1 (stereo not given)	7.0
O=C(Cc1cccs1)NCCS(=O)(=O)N1CCN(c2ccccc2F)CC1	0.1
O=C1CCN(S(=O)(=O)c2cc(C(F)(F)F)ccc2Cl)CC1	-0.3
